Assay outcomes deposited in PubChem BioAssay by National Center for Advancing Translational Sciences (NCATS).
GLS inh = blocks human kidney-isoform glutaminase activity; GLS enzymatic activity, qHTS titration; Potency, µM (highest dose often 45.5 µM), for inactives: top-dose activity change, negative = inhibition, actives largely listed as inhibitors; hit rate 0.21% among 410,000; AID 624170; further: potency means the concentration at half of the fitted maximal effect; on the % scale 0 is the no-effect control and ±100 the full control effect
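hKGA in 45 mM KH2PO4 pH 8.2, 0.02% Tween-20 with pin-transferred compounds; 1 mM L-glutamine (stock) plus glutamate oxidase/HRP/Amplex Red coupling added. Fluorescence read initially and after 30 min at RT.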
Tb PGK inh = inhibitors of T. brucei phosphoglycerate kinase | hit rate 0.043% among 380,000 | Potency, µM (doses to about 57.5 µM), inactives show at the highest dose activity change, negative = inhibition, actives largely listed as inhibitors | P07378 | AID 602233 | PGK/GAPDH coupled, Kinase-Glo luminescence, 60 min; further: potency means the concentration at half of the fitted maximal effect; on the % scale 0 is the no-effect control and ±100 the full control effect; nearly all actives have a fitted effect of over 60% in size
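Recombinant glycosomal PGK reaction used 1,3-bisphosphoglycerate generated in-well by GAPDH (100nM final) in 100mM TEA pH 7.6, 5mM MgCl2, 0.01% Tween-20. After 60 minutes at room temperature, ATP was read by Kinase-Glo Plus luminescence end-point.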
G9a inh = inhibitors of human histone lysine methyltransferase G9a. Potency, µM (top dose mostly 102 µM), for inactives: top-dose activity, negative = inhibition, usual class: inhibitors. hit rate 8.8% among 350,000. Q96KQ7. G9a H3K9 monomethylation, AlphaScreen, 2 h. AID 504332; further: potency means the concentration at half of the fitted maximal effect; on the % scale 0 is the no-effect control and ±100 the full control effect; nearly all actives have a fitted effect of over 75% in size
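Methyltransferase reactions run at room temperature for 2 h (20 nM enzyme, 500 nM biotin-H3K9 peptide, 20 uM SAM) after a 15 min compound preincubation; product detected by AlphaScreen beads and anti-H3K9me1 antibody.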
Pin1 inhibitor = blocks the human prolyl isomerase Pin1 | Pin1 FP peptide displacement, HiFluor488, 10 min | Q13526 | Potency, µM (doses to about 115 µM), without a hit: at the top dose activity, negative = inhibition, actives largely listed as inhibitors | hit rate 0.009% among 390,000; active means well fitted inhibition curve with a large enough effect in the polarisation, with a control signal flat, not every such curve was filed as active; inconclusive means small, poorly fitted or top-dose-only effect, or effect the other way, or a change in a side signal; inactive means no such curve, though single readings can be large or run the other way; the % refers to the polarisation; further: potency means the concentration at half of the fitted maximal effect; on the % scale 0 is the no-effect control and ±100 the full control effect
Target sequence (Q13526 whole entry, looked up): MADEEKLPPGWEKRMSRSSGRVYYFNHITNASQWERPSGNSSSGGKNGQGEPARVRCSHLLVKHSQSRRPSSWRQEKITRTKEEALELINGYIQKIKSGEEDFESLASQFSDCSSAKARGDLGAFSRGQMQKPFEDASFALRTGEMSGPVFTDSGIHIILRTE
BAZ2B block = inhibitors of human BAZ2B bromodomain; Potency, µM (doses to about 114 µM), for the others: at the top dose activity change, negative = inhibition, actives largely listed as inhibitors; Q9UIF8; AlphaScreen BAZ2B-H3K14Ac peptide displacement; AID 504333; hit rate 4.4% among 360,000; further: potency means the concentration at half of the fitted maximal effect; on the % scale 0 is the no-effect control and ±100 the full control effect; nearly all actives have a fitted effect of over 60% in size
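BAZ2B 50 nM plus b-H3(5-23)K14Ac 50 nM, PBS pH 7.4/0.01% Tween-20, 30 min RT; compound added (max 110 uM), 30 min RT; streptavidin donor/Ni-chelate acceptor beads 10 ug/mL final, 20 min dark; AlphaScreen read.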
HP1b chromo inh = inhibitors of HP1-beta chromodomain binding to methylated histone tails | AID 540317 | P83916 | hit rate 0.56% among 390,000 | AlphaScreen HP1-beta / biotin-H3K9me3 peptide binding | Potency, µM (doses to about 114 µM), for inactives: at the highest dose activity change, negative = inhibition, actives largely listed as inhibitors; further: potency means the concentration at half of the fitted maximal effect; nearly all actives have a fitted effect of over 70% in size; inactives centre near 23
Target sequence (P83916 whole entry, looked up): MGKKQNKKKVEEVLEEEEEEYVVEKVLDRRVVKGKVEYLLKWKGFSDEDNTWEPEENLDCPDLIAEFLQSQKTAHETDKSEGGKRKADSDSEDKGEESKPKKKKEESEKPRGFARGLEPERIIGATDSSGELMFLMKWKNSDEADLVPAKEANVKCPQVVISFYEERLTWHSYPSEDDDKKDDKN
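Compound inhibition of the preformed complex between 50 nM HP1-beta and 50 nM biotinylated H3K9me3 peptide was read by AlphaScreen. Buffer was PBS pH 7.4 with 0.01% Tween-20. Incubations ran 30 min at room temperature, with 10 ug/mL donor/acceptor beads.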
PI4K2A block = blocks human PI4K2A kinase activity; purified PI4K2A, ADP-Glo luminescence, 1 h; stronger effect = lower value; Q9BTU6; hit rate 0.13% among 420,000; activity change, negative = inhibition, % at 76.9 µM; in the data active means activity change below about -50%; inconclusive means mostly about -30% to -49%;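 further: -100% = wells without enzyme as full effect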
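Compounds are screened against recombinant PI4K2A using PI as substrate and ATP, the latter dispensed at 300 microM. Reactions run one hour at ambient temperature before ADP-Glo detection; full inhibition defined by wells lacking enzyme.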
JMJD2A Tudor = JMJD2A Tudor domain (human) inhibition | O75164 | AlphaScreen JMJD2A-Tudor / H3K4me3 peptide binding | hit rate 4.4% among 390,000 | Potency, µM (doses to about 114 µM), inactives show at the highest dose activity change, negative = inhibition, hits mostly inhibitors; further: potency means the concentration at half of the fitted maximal effect; on the % scale 0 is the no-effect control and ±100 the full control effect; nearly all actives have a fitted effect of over 50% in size
ERG Ets-DNA blk = inhibitors of human ERG Ets domain-DNA interaction. fluorescence polarization, His-ERG Ets domain / labelled DNA. Potency, µM (series often up to 76.9 µM), without a hit: at the top dose FP activity, negative = inhibition, usual class: inhibitors. P11308. hit rate 0.028% among 370,000. AID 624246; active means well fitted inhibition curve with a large enough effect in the polarisation, with a control signal flat; inconclusive means small, poorly fitted or top-dose-only effect, or effect the other way, or a change in a side signal; inactive means no such curve, though single readings can be large or run the other way; the % refers to the polarisation;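 further: polarization taken with two DNA probes labelled with fluorescein and Texas red; potency means the concentration at half of the fitted maximal effect; % of control where 0% means no effect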
Target sequence (P11308 whole entry, looked up, the tested form may be a part): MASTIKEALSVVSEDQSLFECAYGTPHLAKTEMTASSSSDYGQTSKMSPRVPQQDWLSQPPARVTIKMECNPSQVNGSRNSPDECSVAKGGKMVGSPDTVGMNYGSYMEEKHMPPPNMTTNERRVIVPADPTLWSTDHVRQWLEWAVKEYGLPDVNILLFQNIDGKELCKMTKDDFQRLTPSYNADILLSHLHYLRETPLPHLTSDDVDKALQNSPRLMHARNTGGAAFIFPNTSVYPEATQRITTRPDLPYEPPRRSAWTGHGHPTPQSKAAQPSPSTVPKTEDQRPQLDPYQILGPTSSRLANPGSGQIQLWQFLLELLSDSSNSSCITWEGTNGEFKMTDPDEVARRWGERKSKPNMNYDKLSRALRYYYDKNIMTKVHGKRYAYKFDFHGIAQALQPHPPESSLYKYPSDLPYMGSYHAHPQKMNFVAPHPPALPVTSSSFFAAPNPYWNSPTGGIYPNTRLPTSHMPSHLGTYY
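His-tagged ERG Ets domain (1 uM in the protein solution; 300mM KCl, 50mM Tris-HCl, 1mM EDTA, 1mM DTT, pH 7.5) received compound, then a probe mix of 5 nM fluorescein-DNA and 100nM Texas-615-DNA. Fluorescence polarization was read for both dyes.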
Starred values were filed as active, the others as inactive; i = inactive; ? = inconclusive; nt = no result given; [ ] = another dose, or the depositor's remark. Unless noted, the call rests on the fitted dose curve; in most records, active means well fitted curve in the direction sought with a large enough effect; inconclusive means small, poorly fitted or top-dose-only effect, or another doubt; inactive means no such curve, though single readings can be large; an effect the other way counts as inactive or inconclusive. Compounds were not picked by outcome; overall some 11% were active at least once.

SMILES | GLS inh | Tb PGK inh | G9a inh | Pin1 inhibitor | BAZ2B block | HP1b chromo inh | PI4K2A block | JMJD2A Tudor | ERG Ets-DNA blk
COc1ccc(NC(=O)CCOc2ccccc2)cc1 | 13% | 1% | ? | 4% | -10% | 31% | 4 | -12% | 1%
CC(C)(C)OC(=O)N1CCCC(C(=O)Nc2ccc(C(=O)N3CCCC3)cc2)C1 (centres undefined) | 12% | -2% | nt | -13% | nt | 33% | -2 | -11% | 10%
O=C(OCC(=O)N1CCCC1=O)c1cccc([N+](=O)[O-])c1 | 0% | -3% | 46% | -1% | 1% | 12% | -3 | -32% | 19%
CCOc1ccc(NC(=O)CN(C)S(=O)(=O)c2cccc3cccnc23)cc1 | -1% | -11% | 11% | 4% | -1% | 29% | -3 | -12% | -5%
O=C(Nn1c(SCc2ccccc2F)nc2ccsc2c1=O)c1ccccc1 | 13% | 3% | 1%[59 µM] | -13% | -2% | 11% | -2 | -22% | 12%
OCC[C@H]1C[C@H](O)[C@@H](O)[C@@]2(CCc3ccccc3O2)O1 | -4% | -5% | ? | -2% | 7% | 58%[activator] | -1 | -13% | 8%
CC1CN(S(=O)(=O)c2cccc(C(=O)NCC(c3cccs3)N3CCOCC3)c2)CC(C)O1 (centres undefined) | 1% | -8% | nt | 7% | nt | 43%[activator] | -4 | 2% | -18%
c1ccc(N2CCN(Cc3nnnn3C3CCCCC3)CC2)cc1 | 35%[activator] | 7% | 6%[59 µM] | -1% | -8% | 12% | 1 | -6% | nt
C=CCN1C(=O)/C(=C/c2ccc(OCC(=O)O)cc2)S/C1=N/c1nccs1 | 9% | 0% | 13%[59 µM] | 12% | ? | 18% | -1 | -32% | 0%
O=S(=O)(NCC1CCN(c2ccc(S(=O)(=O)N3CCOCC3)cc2)CC1)c1ccccc1 | 2% | 0% | ? | 5% | 2% | 33% | -4 | -14% | 12%
CCc1cc(C(=O)NNC(=S)NCc2ccccc2)cs1 | 20% | -2% | -15%[59 µM] | 4% | 2% | 14% | 5 | -15% | -3%
Cc1ccc(NS(=O)(=O)c2ccc(OCC(=O)NCc3cccnc3)cc2)cc1 | 1% | -1% | -37% | -3% | -15% | 32% | 3 | -4% | -2%
Cc1ccc(Nc2nnc(-c3cc4c(ccc5ccccc54)oc3=O)s2)cc1 | -15% | 8% | 7%[59 µM] | 35%[activator] | -16% | 31% | -7 | -20% | 1%
CC(C)(C)C(=O)Nc1ccc(C(=O)CN2C(=O)NC3(CCOc4ccccc43)C2=O)cc1 (centres undefined) | -3% | -5% | -14%[12.7 µM] | 17% | 5% | 13% | 0 | -6% | 1%
CCNc1nc(NC(C)C)nc(Oc2ccc(/C=N/O)cc2)n1 | 20% | 10% | -9%[59 µM] | 4% | 9% | ? | -1 | ? | -1%
NCC(O)CN1CCN(Cc2ccccc2)CC1 (centres undefined) | -5% | i | ? | -10% | -3% | 72%[activator] | 1 | -24% | -8%
CCc1nnc(NC(=O)CSc2ncc(-c3ccccc3)n2CC)s1 | -9% | -3% | 4%[59 µM] | 4% | ? | 3% | 3 | ? | 4%
FC(F)Oc1ccc(NC(=S)NCc2ccccc2)cc1Cl | 4% | i | 63%[activator][12.7 µM] | 2% | 4% | 46% | -3 | 7% | -16%
Cc1ccc2cc(CN(Cc3ccc4c(c3)OCO4)Cc3nnnn3Cc3ccco3)c(=O)[nH]c2c1C | -9% | -2% | 11µM* | 52%[activator] | -9% | 17% | -13 | -32% | -1%
CC(CN1CCCCC1)NC(=O)c1cc(-c2ccccn2)nc2ccc(Cl)cc12 (centres undefined) | -6% | 0% | 10%[59 µM] | -5% | ? | 13% | 3 | -23% | -2%
N#CC1CCCc2c1[nH]c1ccc([N+](=O)[O-])cc21 (centres undefined) | 11% | -6% | -2% | -9% | -18% | 22% | 0 | -22% | 2%
Cn1c(SCC(=O)NC2CCCCC2)nnc1-c1cccnc1 | -4% | i | ? | -6% | -2% | 31% | 3 | -3% | 0%
c1ccc(N2CC[N+]3(CCCC3)CC2)nc1 | 12% | nt | 4%[2.33 µM] | 5% | 10% | 14% | -3 | -8% | nt
O=S1(=O)N=C(c2ccccc2)C=C(c2ccccc2)N1 | 36%[activator] | -3% | nt | 0% | nt | 13% | -3 | -30% | -8%
CCOc1ccc(C(=O)CCC(=O)NNC(=O)CCN2CCN(c3ccccc3)CC2)cc1 | 3% | 3% | nt | 8% | nt | 28% | 1 | -14% | 1%
CSc1nc2ccccc2s1 | 1% | 3% | -39% | -2% | 7% | 22% | 0 | -16% | 2%
CCOP(=O)(OCC)C(Nc1cc(Cl)cc(Cl)c1)c1cccc(O)c1 (centres undefined) | 11% | i | -18% | 0% | -14% | 17% | -10 | -29% | 8%
Cn1c(CC(=O)Nc2ccccc2F)nnc1SCC(=O)Nc1nccs1 | -15% | 6% | 8% | 0% | 1% | 3% | 1 | -4% | -2%
Cc1ccc(CN2CCCn3nc(C(=O)NCCC(C)C)cc3C2=O)cc1 | -12% | -5% | 15%[59 µM] | 4% | -9% | 22% | 0 | -30% | 0%
CCCCN1/C(=C/c2cccc[n+]2C)Sc2cc(NC(C)=O)ccc21 | 0% | nt | 45µM* | -1% | -29% | 15% | -1 | 28µM* | 5%
COc1ccc(Cl)cc1NC(=O)CSc1nc(N2CCCCC2)nc(N2CCCCC2)n1 | -16% | i | -23%[59 µM] | 0% | 12% | 25% | 3 | 1% | 4%
C=CCn1c(Cc2cccs2)nnc1SCC(=O)c1ccc(F)cc1 | 10% | 12% | 40µM* | -11% | 7% | 55%[activator] | 6 | 56µM* | -3%
COc1ccc(Br)cc1/C=C/C(=O)Nc1ccc(C)cc1 | -1% | 8% | 6%[59 µM] | 9% | -1% | 18% | 15 | -9% | 6%
Cc1ccc(-n2nnc3c(=O)n(CC(N)=O)cnc32)cc1 | 11% | 5% | 0% | 6% | 0% | -8% | 2 | -16% | -4%
CCOc1ccc(N2C(=O)C3C(c4ccccc4)=NN(c4ccccc4)C3C2=O)cc1 (centres undefined) | 10% | -10% | 62%[activator] | -11% | 27% | 136%[activator] | -3 | 57%[activator] | 22%
OCC(Cc1ccccc1)Nc1c2ccccc2nc2ccccc12 (centres undefined) | 0% | -9% | 11%[59 µM] | ? | 4% | 24% | -5 | 3% | 9%
CN(C)c1ccc(N/C=C/C(=O)C(C)(C)C)cc1 | 21% | -2% | ? | -5% | 40µM* | -54% | -3 | 50µM* | -4%
O=C(Nc1cc(Cl)ccc1N1CCCC1)C1=COCCO1 | 21% | -8% | -7%[12.7 µM] | -3% | -38% | 14% | 3 | -31% | -8%
O=C(O)c1ccc(NC(=O)c2ccccc2NC(=O)c2ccccc2Cl)cc1 | 4% | 0% | 15% | 2% | 2% | 13% | -10 | -12% | -10%
CSc1nc(C)c(C(=O)Nc2ccccc2)c(C)c1C#N | -1% | i | 7%[12.7 µM] | -1% | 9% | 38%[activator] | -2 | -7% | 0%
COc1ccc(C2Nc3ccccc3C(=O)N2c2ccc(C)cc2)cc1Cn1nc(C)c([N+](=O)[O-])c1C (centres undefined) | 11% | -4%[11.5 µM] | -29% | 23% | 8% | 12% | 3 | -17% | nt
CCCCCC(=O)Nc1ccc2ccccc2c1 | 4% | 2% | 24%[59 µM] | -2% | 10% | 38% | -6 | -6% | 3%
CCc1c(O)nc(SCc2nc3ccccc3c(=O)[nH]2)[nH]c1=O | 2% | -9% | -38% | -2% | -4% | 16% | -5 | 5%[11.4 µM] | -8%
CC(C)Oc1ccc(S(=O)(=O)N2CCOCC2)cc1NC(=O)C(C)Oc1ccc(F)cc1 (centres undefined) | 1% | 2% | 3% | -3% | 7% | 22% | -5 | -27% | -1%
O=C(c1ccco1)N1CCN(C2CCCC2)CC1 | 5% | -3% | ? | -1% | -4% | ? | -2 | 3.2µM* | 8%
Cc1c(Cl)cccc1NC(=O)c1cnc2sc(N3CCOCC3)nn2c1=O | -9% | 5% | 9%[59 µM] | 2% | -7% | ? | -3 | -13% | 0%
Cn1c(=NC(=O)CCl)sc2ccccc21 | 3% | -6% | -7%[0.501 µM] | 0% | 6% | 53% | 0 | -2% | nt
O=C(Nc1ccc(Br)cc1)c1cccn1-c1ncc(C(F)(F)F)cc1Cl | -3% | 0% | ? | ? | -1% | 9% | -1 | -12% | 2%
CC(C)(C)NC(=O)c1ccc2c(c1)C1C3CCC(C3)C1C(c1ccccc1)N2 (centres undefined) | 11% | -6% | -18%[59 µM] | 3% | -32% | -5% | -6 | -7% | -7%
CC(=O)C1=C(c2cccc([N+](=O)[O-])c2)N(C(C)=O)n2c(C)nnc2S1 | ? | -16% | 10µM* | 1% | ? | 20% | 23 | -36% | 11%
